USP1 inh: blocks the human USP1/UAF1 deubiquitinase complex | O94782 | recombinant USP1/UAF1, Ub-Rhodamine cleavage fluorescence | Potency, µM (highest dose often 57.1 µM), for inactives: top-dose activity change, negative = inhibition, most hits filed as inhibitors | 390,000 tested, 0.23% active | AID 743255; also: % is scaled to controls: 0 for no effect and ±100 for the full control effect; nearly all actives have a fitted effect of over 60% in size; inactives centre near -12
Target sequence (O94782 whole entry, looked up): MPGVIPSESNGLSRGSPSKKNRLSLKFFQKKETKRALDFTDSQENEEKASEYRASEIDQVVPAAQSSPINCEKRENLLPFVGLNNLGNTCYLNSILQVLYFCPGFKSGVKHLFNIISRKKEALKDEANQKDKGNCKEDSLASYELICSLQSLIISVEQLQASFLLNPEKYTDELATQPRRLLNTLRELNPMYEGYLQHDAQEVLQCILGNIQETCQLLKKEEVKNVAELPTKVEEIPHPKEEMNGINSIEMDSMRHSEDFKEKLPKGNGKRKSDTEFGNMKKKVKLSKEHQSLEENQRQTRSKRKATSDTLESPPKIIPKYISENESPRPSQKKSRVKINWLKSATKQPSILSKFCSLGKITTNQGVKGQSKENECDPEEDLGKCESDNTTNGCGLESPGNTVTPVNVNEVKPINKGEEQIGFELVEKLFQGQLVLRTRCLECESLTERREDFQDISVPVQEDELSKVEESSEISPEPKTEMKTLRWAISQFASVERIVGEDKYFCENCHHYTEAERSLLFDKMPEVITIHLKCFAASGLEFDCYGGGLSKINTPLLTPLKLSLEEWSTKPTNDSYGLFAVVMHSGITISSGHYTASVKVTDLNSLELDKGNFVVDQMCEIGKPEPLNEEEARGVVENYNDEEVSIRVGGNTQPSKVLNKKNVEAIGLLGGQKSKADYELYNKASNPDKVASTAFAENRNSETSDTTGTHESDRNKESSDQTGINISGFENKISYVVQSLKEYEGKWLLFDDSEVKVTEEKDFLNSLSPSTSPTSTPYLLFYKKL
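1 nM enzyme complex + cpd, 15 min RT; start with Ub-Rho 150nM final; kinetic fluorescence ex 480/em 540, 6 reads q60 s. Buffer 50mM HEPES pH 7.8, 0.5mM EDTA, 0.1 mg/ml BSA, 1mM TCEP, 0.01% Tween-20.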
TrxR1 inh: rat TrxR1 inhibition. recombinant rTrxR1, NADPH fluorescence consumption, selenite substrate. Potency, µM (series often up to 114 µM), without a hit: top-dose activity change, negative = inhibition, most hits filed as inhibitors. 390,000 tested, 1% active. AID 588453; also: % is scaled to controls: 0 for no effect and ±100 for the full control effect; nearly all actives have a fitted effect of over 65% in size
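Rat TrxR1 (90 nM in the dispensed reagent) was pre-reduced with 400 uM NADPH for 5 min at room temperature, then incubated with compound for 15 min. After 400 uM selenite was added, NADPH fluorescence (Ex 340/Em 450 nm) was followed for 8 min.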
RGS4 inh: blocks human RGS4-accelerated GTP hydrolysis. P49798. Transcreener GDP fluorescence polarization, RGS4-accelerated GTP hydrolysis. Potency, µM (series often up to 114 µM), without a hit: top-dose activity change, negative = inhibition, most hits filed as inhibitors. 390,000 tested, 0.039% active; also: % is scaled to controls: 0 for no effect and ±100 for the full control effect; nearly all actives have a fitted effect of over 75% in size; some results filed as inactive show a strong effect at the top dose
Target sequence (P49798 whole entry, looked up): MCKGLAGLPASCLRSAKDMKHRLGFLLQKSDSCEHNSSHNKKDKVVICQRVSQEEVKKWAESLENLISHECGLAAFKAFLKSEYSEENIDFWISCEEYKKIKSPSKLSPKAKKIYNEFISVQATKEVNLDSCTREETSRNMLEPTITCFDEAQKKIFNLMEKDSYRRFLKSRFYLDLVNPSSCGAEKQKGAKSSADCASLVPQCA
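MLSMR compounds (23 nl, pin-transferred) preincubated 10 min at room temperature with a 500nM (2x) first reagent, then RGS4 at 900nM (2x) plus Transcreener GDP mix added; fluorescence polarization (620/688 nm) read before and after 90 min at 30 °C.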
Vif-APOBEC3F blk: blocks the Vif interaction with APOBEC3F; Potency, µM (doses to about 46.1 µM), without a hit: at the top dose activity, negative = active; HeLa A3F-eYFP + Vif (tagged APOBEC3F with the HIV-1 protein that degrades it), YFP fluorescence increase; 390,000 tested, 0.2% active; also: % of control where 0% means no effect; nearly all actives have a fitted effect of over 65% in size
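HeLa cells stably expressing Vif plus C-terminally eYFP-tagged A3F were seeded, incubated overnight at 37 deg C, dosed with compound, incubated overnight again at 37 deg C. Yellow fluorescence (Ex 488/Em 500-530) reported blocked Vif-mediated A3F-eYFP degradation.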
TrxR1 substrate: is turned over as a substrate by rat TrxR1 | O89049 | purified TrxR1 substrate turnover, NADPH consumption readout | Potency, µM (doses to about 114 µM), inactives show top-dose activity change, negative = substrate turnover | 390,000 tested, 0.01% active | AID 588456; also: % is scaled to controls: 0 for no effect and ±100 for the full control effect; nearly all actives have a fitted effect of over 50% in size
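Rat TrxR1, dispensed at 90 nM, was prereduced with 400 uM NADPH (final) for 5 min at ~22 deg C, then incubated with compound 15 min before 400 uM selenite. A first-read NADPH fluorescence drop versus no-compound background flagged substrates.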
Vif-A3G inh: blocks the Vif interaction with human APOBEC3G; 410,000 tested, 0.076% active; Potency, µM (top dose mostly 46.1 µM), for inactives: at the highest dose activity, negative = active, usual class: inhibitors; AID 602310; Q9HC16; HeLa A3G-eYFP + Vif (tagged APOBEC3G with the HIV-1 protein that degrades it), YFP fluorescence, overnight;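 also: % is scaled to controls: 0 for no effect and ±100 for the full control effect; nearly all actives have a fitted effect of over 60% in size; hits raise eYFP signal because A3G escapes Vif-driven loss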
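Read-out is eYFP fluorescence (Ex 488/Em 500-530) from Vif-expressing HeLa A3G-eYFP cells; more signal means A3G escaped Vif-mediated degradation. Cells plated overnight, compound pinned in, incubated overnight at 37 deg C.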
RXFP1 agonist: agonists of human relaxin receptor RXFP1; Q9HBX9; HEK293T-RXFP1 cAMP TR-FRET, 30 min; response scale: percent of porcine relaxin response, buffer zero; Potency, µM (doses to about 57.5 µM), for inactives: at the highest dose activation, actives largely listed as activators; 370,000 tested, 0.3% active; also: % is scaled to controls: 0 for no effect and ±100 for the full control effect; nearly all actives have a fitted effect of over 60% in size; many of its hits are not listed in these tables
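Agonist response is measured as cAMP accumulation in an RXFP1-transfected HEK293T line under PDE4 inhibition. Values are scaled between buffer-only and 29 nM porcine relaxin, and EC50s come from standard Hill equation fits.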
IDH1 R132H inh: blocks human mutant IDH1 R132H enzyme. IDH1-R132H enzyme, NADPH consumption, diaphorase/resazurin fluorescence. AID 602179. O75874. 390,000 tested, 0.093% active. Potency, µM (doses to about 76.6 µM), for inactives: at the top dose activity change, negative = inhibition, most hits filed as inhibitors; also: % is scaled to controls: 0 for no effect and ±100 for the full control effect; nearly all actives have a fitted effect of over 65% in size
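IDH1-R132H (0.5 ug/mL) preincubated 30 min with compound, then NADPH (0.016 mM) and alpha-KG (2 mM) added; 80 min at RT, pH 7.5. Remaining NADPH coupled via diaphorase/resazurin to fluorescence (540/590 nm); concentration-response curves normalized to no-enzyme control.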
ALOX12 inh: inhibitors of human 12S-lipoxygenase ALOX12; P18054; purified 12hLO, xylenol orange hydroperoxide absorbance; Potency, µM (titrated, usually from 108 µM), for inactives: at the top dose activity change, negative = inhibition, usual class: inhibitors; 580,000 tested, 1.1% active; AID 1671190; also: % is scaled to controls: 0 for no effect and ±100 for the full control effect
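Hydroperoxide product was detected by ferrous iron/xylenol orange as the 573 to 405 nm absorbance ratio. Arachidonic acid at 40 uM (final) was turned over for 30 min at room temperature by 150 nM human 12hLO, pH 7.0 Hepes buffer, after 15 min compound preincubation.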
Starred values were filed as active, the others as inactive; i = inactive; ? = inconclusive; nt = no result given; [ ] = another dose, or the depositor's remark. Calls follow the shape of the dose curve; as a rule, active = well fitted curve in the direction sought with a large enough effect; inconclusive = small, poorly fitted or top-dose-only effect, or another doubt; inactive = no such curve, though single readings can be large; an effect the other way counts as inactive or inconclusive. Potency is read from the fitted curve at half-maximal effect. This is a subset, so the mix of outcomes need not match the whole.

SMILES | USP1 inh | TrxR1 inh | RGS4 inh | Vif-APOBEC3F blk | TrxR1 substrate | Vif-A3G inh | RXFP1 agonist | IDH1 R132H inh | ALOX12 inh
O=C(N/N=C/c1cn(-c2ccccc2)nc1-c1ccc(F)cc1)c1ccc2c(c1)OCO2 | 2% | 34%[57.1 µM] | -28% | 5% | 8%[57.1 µM] | 0% | -0.3% | 5% | -18%
Cc1ccc(S(=O)(=O)CC(=O)Nc2cccc(C)n2)cc1 | -9% | 30% | 13% | 0% | 1% | 2% | -2.6% | 7% | -20%
COc1ccc(C(=O)N/N=C/c2ccc(OC)c(COc3ccc(F)cc3)c2)cc1 | -6% | 17% | 10% | 3% | 4% | -5% | -1.1% | 3% | -18%
CC(=O)Nc1ccc(S(=O)(=O)Nc2cccc(-c3nc4cc(C)ccc4o3)c2)cc1 | -20% | 33% | 7% | -2% | 12% | 4% | nt | 2% | -6%
COc1ccc(NC(=O)CCn2cc(C)c3ccccc32)cc1 | -10% | 14%[57.1 µM] | 3% | -24% | 5%[57.1 µM] | -1% | 1.3% | 7% | nt
C[C@H](CO)N1C[C@H](C)[C@@H](CN(C)S(=O)(=O)c2ccccc2)Oc2c(NC(=O)C3CCCCC3)cccc2C1=O | -22% | 18% | 0% | -3% | 4% | -5% | nt | -10% | -3%
CNC(=O)NC1CCCc2ccccc21 (stereo not given) | -24% | 13% | -7% | -7% | 5% | 5% | -0.2% | 8% | 0%
C=CCN1CN(CCc2ccccc2)CNC1=S | -10% | 2%[57.1 µM] | 1% | 2% | 0%[57.1 µM] | -6% | 4.3% | -4% | 0%
COc1ccc(C(=O)Nc2ccccc2C(=O)NCc2cccnc2)cc1OC | -17% | -7% | 37% | 4% | -7% | -8% | 0.8% | 3% | -9%
Cc1cccc(OCCCN2CCOCC2)c1C | -11% | 13% | 10% | -2% | 9% | -1% | -2.1% | 4% | ?
CCOc1ccccc1NC(=O)NCc1ccc(F)cc1 | -14% | 21% | 3% | 0% | -4% | -4% | 1.2% | 0% | 0%
CC(=O)N1CCN(c2ncnc3ccccc23)CC1 | 1% | 5% | 16% | 1% | -6% | 0% | 8.2% | -2% | -4%
O=C1CN(Cc2cc(=O)oc3cc4c(cc23)CCC4)CCN1 | -14% | 4%[57.1 µM] | -18% | -3% | -12%[57.1 µM] | -10% | 4.0% | 9% | -3%
C=CC[C@@H](CC(=O)N[C@@H](CO)Cc1ccccc1)C(=O)NCCOC(=O)[C@@H](CC=C)CC(=O)OC(C)(C)C | -33% | 18%[57.1 µM] | 7% | 1% | -3%[57.1 µM] | -1% | nt | 9% | -4%
O=C(CCl)NC1(C(F)(F)F)C(=O)Nc2c1c(=O)[nH]c(=O)n2-c1ccccc1 (stereo not given) | -15% | 5% | 0% | -12% | 0% | 2% | 0.9% | 3% | -96%
Cc1nc2nc3c(cn2n1)C(=O)CCC3 | -24% | -8% | 33% | -11% | -8% | -5% | 3.4% | 0% | -2%
COc1ccc(S(=O)(=O)Cc2ccc(C(=O)N3CCN(C4CCCCC4)CC3)o2)cc1 | -24% | 15% | -18% | -8% | 7% | 1% | 1.8% | 9% | nt
COc1ccc2c(c1)CCC1(C)CC(=O)C=C21 (stereo not given) | 1% | nt | nt | -1% | nt | 3% | nt | 2% | 4%
C=CCNC(NC(=O)c1ccccc1)(C(=O)OCC)C(F)(F)F (stereo not given) | -12% | 5% | 1% | 2% | 0% | -1% | -0.1% | 3% | -3%
Cc1ccc(-c2nc(N)n(C(=O)c3cccs3)n2)cc1 | -18% | 2%[57.1 µM] | 17% | 1% | 2%[57.1 µM] | -2% | 1.4% | 1% | nt
CCN1CCN(c2nc3c(C)cccn3c(=O)c2/C=C(\C#N)S(=O)(=O)c2ccc(C)cc2)CC1 | -21% | -8%[57.1 µM] | -2% | -2% | 7%[57.1 µM] | -9% | 2.9% | 5% | ?
COc1cc(/C=N/NC(=O)c2ccccn2)ccc1OC(=O)c1cccs1 | -5% | -13% | -6% | -8% | -14% | 1% | -3.3% | 5% | i
CC(C)=C(NC(=O)c1ccccc1)C(=O)Nc1cccc(C(=O)O)c1 | 4% | 20% | 0% | -10% | -1% | -1% | -0.2% | -1% | -20%
C=COCCCNc1ncnc2sc(-c3ccccc3)cc12 | -24% | 25% | -10% | 2% | 45%[activator] | 0% | 11% | -4% | 0%
CC1=C(C(=O)Nc2ccc(C(=O)NCCCN3CCCCC3)cc2)SCCO1 | -28% | -17% | -8%[56.9 µM] | -6% | -10% | -1% | 0.3% | 0% | -11%
O=C1CC(c2ccccc2)CC(O)=C1C=NCCCN1CCOCC1 (stereo not given) | -7% | -4% | 0% | 0% | 8% | 1% | 0.9% | 2% | 5%
CC(C)N(C(=O)CN1C(=O)NC2(CCCCCC2)C1=O)C(C)C | 5% | 10% | -14% | 1% | -3%[57.1 µM] | 1% | 1.3% | 2% | 356%[activator]
O=C(O)CSCC(=O)Nc1ccc(S(=O)(=O)N2CCCCC2)cc1 | -2% | -4% | -33% | -7% | 1% | 7% | 2.7% | 4% | 0%
O=C(CN1C(=O)NC(Cc2ccccc2)C1=O)Nc1ccc(F)c(Cl)c1 (stereo not given) | -1% | 14% | -1% | 2% | -3% | 2% | 3.0% | -14% | ?
CC(Oc1ccc(C(=O)c2ccc(F)cc2)cc1)C(=O)N1CCOCC1 (stereo not given) | -8% | 12% | 5% | -3% | 2% | 0% | 1.5% | 4% | 15%

Single records (already shown). Order of values: USP1 inh, TrxR1 inh, RGS4 inh, Vif-APOBEC3F blk, TrxR1 substrate, Vif-A3G inh, RXFP1 agonist, IDH1 R132H inh, ALOX12 inh
Listed for `CC(=O)N1CCN(c2ncnc3ccccc23)CC1` : 1%, 5%, 16%, 1%, -6%, 0%, 8.2%, -2%, -4%
Listed for `O=C(CCl)NC1(C(F)(F)F)C(=O)Nc2c1c(=O)[nH]c(=O)n2-c1ccccc1` (stereo not given) : -15%, 5%, 0%, -12%, 0%, 2%, 0.9%, 3%, -96%
Listed for `C=CCNC(NC(=O)c1ccccc1)(C(=O)OCC)C(F)(F)F` (stereo not given) : -12%, 5%, 1%, 2%, 0%, -1%, -0.1%, 3%, -3%
Listed for `CNC(=O)NC1CCCc2ccccc21` (stereo not given) : -24%, 13%, -7%, -7%, 5%, 5%, -0.2%, 8%, 0%

(listing goes on)
SMILES | USP1 inh | TrxR1 inh | RGS4 inh | Vif-APOBEC3F blk | TrxR1 substrate | Vif-A3G inh | RXFP1 agonist | IDH1 R132H inh | ALOX12 inh
COc1ccc(-c2cc(C(=O)c3c(N)n(C)c(=O)n(C)c3=O)c3ccccc3n2)cc1OC | 1% | 5% | 12% | -9% | -9% | -16% | 3.3% | 4% | ?
O=C(O)c1ccc2c3c(cccc13)C(=O)N(c1ccccc1)C2=O | -20% | ? | 13% | 1% | -16% | 0% | 4.9% | -1% | -28%
CN(C(=O)c1ccc(NC(=O)Cc2cccc(NC(=O)C3CCN(C(=O)C4CCCCC4)CC3)c2)cc1)C1CCCC1 | -11% | 31%[activator] | 9% | -3% | 4% | 1% | -2.1% | -1% | 3%
COc1ccc(NC(=O)c2ccc3c(c2)OCO3)cc1Cl | -17% | -4% | -14% | -11% | 2% | 2% | -0.1% | 13% | -19%
CC(=O)c1c(C)[nH]c(C(=O)C(C)Sc2nnc(NC3CC3)s2)c1C (stereo not given) | -11% | -16% | -10% | 0% | -7% | 0% | -0.3% | 8% | 42%[activator]
c1ccc2c(Cn3ccnc3)c[nH]c2c1 | -2% | 15% | -17% | -6% | -1% | 3% | -0.4% | 15% | -10%
NS(=O)(=O)c1ccc(N/N=C/C=C/c2ccccc2[N+](=O)[O-])cc1 | -20% | 0% | -9% | 1% | -9% | -8% | 2.5% | 5% | -34%
O=P(Cc1cccc2ccccc12)(c1ccccc1)c1ccccc1 | 3% | 18%[57.1 µM] | 15% | -1% | 11%[57.1 µM] | -1% | nt | 14% | -3%
O=C1CCCCC(=O)c2ccccc2N1 | -9% | 1%[57.1 µM] | -31% | 3% | 2%[57.1 µM] | -6% | 0.2% | 3% | -22%
O=C(CCCn1ncn2c(cc3occc32)c1=O)NCc1cccc(Cl)c1 | -3% | ? | 44% | -4% | -15% | -8% | -0.4% | -2% | -2%
Cc1occc1C(=O)NNC(=S)NCc1ccc(Cl)cc1 | -19% | 1% | -48% | 6% | 1% | 0% | 1.2% | 9% | -13%
CCCCSCCCNC(=O)C1CCC(CNS(=O)(=O)c2c(C)cc(C)cc2C)CC1 (stereo not given) | -22% | 20%[57.1 µM] | -3% | 3% | -4%[57.1 µM] | 4% | -1.9% | -5% | ?
COc1ccc(CN2CCOCCOCCOCCOCC2)cc1 | -29% | 2% | -19% | 13% | -3% | 1% | 0.4% | -7% | 5%
Cc1csc(NC(=O)CSc2nc3sc(C)c(C)c3c(=O)[nH]2)n1 | -21% | 18%[57.1 µM] | -17%[11.4 µM] | -16% | -9% | -7% | 1.3% | 4% | ?
CCN1C(=O)/C(=C\c2cn(-c3ccccc3)nc2-c2cccnc2)SC1=S | -16% | 16%[57.1 µM] | 8% | -28% | 7%[57.1 µM] | 0% | -2.3% | 2% | -5%

Compound activity deposited in PubChem BioAssay by National Center for Advancing Translational Sciences (NCATS).
